# Assay outcomes deposited in PubChem by IUPUI and University of Michigan.
# ST2 IL33 inh – inhibitors of human ST2 (IL1RL1) binding to IL-33; Q01638; AlphaLISA ST2-Fc/biotin-IL-33 interaction, 1 h; inhibition, % for hits at 17 µM; 78,000 compounds, 2.3% hits; AID 1259354; in the data active = inhibition above about 30%; inconclusive = mostly about 10% to 28%
# Target sequence (Q01638 whole entry, looked up): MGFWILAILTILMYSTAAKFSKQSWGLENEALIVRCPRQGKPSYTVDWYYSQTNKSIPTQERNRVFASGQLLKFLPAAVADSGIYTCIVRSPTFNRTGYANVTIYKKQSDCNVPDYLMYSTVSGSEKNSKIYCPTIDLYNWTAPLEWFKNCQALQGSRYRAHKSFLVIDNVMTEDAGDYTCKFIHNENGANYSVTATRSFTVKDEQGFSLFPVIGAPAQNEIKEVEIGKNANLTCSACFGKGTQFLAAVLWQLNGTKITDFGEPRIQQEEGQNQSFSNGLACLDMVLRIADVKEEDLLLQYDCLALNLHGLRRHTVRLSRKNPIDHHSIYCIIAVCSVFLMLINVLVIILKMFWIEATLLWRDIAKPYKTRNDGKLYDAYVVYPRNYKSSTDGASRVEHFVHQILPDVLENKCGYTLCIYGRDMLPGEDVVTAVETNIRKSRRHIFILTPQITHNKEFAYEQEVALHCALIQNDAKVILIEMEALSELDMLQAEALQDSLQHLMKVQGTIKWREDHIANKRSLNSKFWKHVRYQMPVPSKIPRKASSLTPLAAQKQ
# Starred values were filed as active, the others as inactive; i = inactive; u = inconclusive. These rows are one share of the data; count on the stated rates, not on these rows.
SMILES,ST2 IL33 inh
Cc1noc(-c2ccnc(Oc3ccc(CN4CCCC4)cc3C)c2)n1,i
Cn1c(=O)c2c(ncn2CC(=O)Nc2nc3ccc(S(C)(=O)=O)cc3s2)n(C)c1=O,i
Cc1cc(C)n(CCC(=O)N(Cc2ccccc2C)CC2CCCO2)c(=O)n1 (stereo not given),i
Cc1cccnc1CN1CCN(Cc2ccc3nonc3c2)CC1,i
NC(=O)c1cc(NC(=O)c2ccc([N+](=O)[O-])cc2)ccc1N1CCOCC1,u
CCOc1ccc(S(=O)(=O)N2C(C)CCCC2C)cc1 (stereo not given),i
CC1(C)CC(=O)C2=C(C1)Nc1nc(SCc3ccccc3)nn1C2c1cccc(O)c1 (stereo not given),i
Cc1ccc(C(=O)COc2ccc3c(C)cc(=O)oc3c2C)cc1,u
NC(=O)c1csc(N2CCC(N3CCCC(C(=O)N4CCCC4)C3)CC2)n1 (stereo not given),i
N=C1SCC(=O)N1c1ccc(Br)cc1,i
Cc1cc(C)c(C2C(C#N)=C(N)Oc3n[nH]c(C)c32)c(C)c1 (stereo not given),i
CCn1nc(C)c(CN2CC(=O)N(C3CCCCC3)CC(OCc3ccncc3)C2)c1C (stereo not given),i
COc1cc(C(=O)Nc2ccc(S(=O)(=O)N3CCOCC3)cc2)c([N+](=O)[O-])cc1OC,i
COc1ccc2nc(NC(=O)CCc3nc(-c4ccc(C)cc4)no3)sc2c1,i
CN1CN=C2SC3(COC(c4ccccc4Cl)OC3)C(=O)N2C1 (stereo not given),i

# Taken from the results shown, 6 compounds:
SMILES,ST2 IL33 inh
CCOc1ccc(S(=O)(=O)N2C(C)CCCC2C)cc1 (stereo not given),i
CC1(C)CC(=O)C2=C(C1)Nc1nc(SCc3ccccc3)nn1C2c1cccc(O)c1 (stereo not given),i
Cc1ccc(C(=O)COc2ccc3c(C)cc(=O)oc3c2C)cc1,u
NC(=O)c1csc(N2CCC(N3CCCC(C(=O)N4CCCC4)C3)CC2)n1 (stereo not given),i
N=C1SCC(=O)N1c1ccc(Br)cc1,i
Cc1cc(C)c(C2C(C#N)=C(N)Oc3n[nH]c(C)c32)c(C)c1 (stereo not given),i

# Continued.
SMILES,ST2 IL33 inh
COc1ccc(CNC(=O)CC[C@H]2CNC(=O)[C@@H]3[C@@H](CCN3Cc3ccc(OC)cc3)N2C)cc1,u
O=C(c1cccc(=O)[nH]1)N(Cc1ccccn1)CC1CCCO1 (stereo not given),i
COCC(=O)NCCc1nc2ccccc2n1C,i
CCCc1nc(C(=O)NCCC2CN(C)CCO2)cs1 (stereo not given),u
CCc1nc2nc(C)[nH]n2c(=O)c1NC(=O)Nc1cccc(C)c1,i
Cc1cc(-c2ccc(NS(C)(=O)=O)c(C)c2)ccc1NS(C)(=O)=O,u
CCOc1ccc(NC(=O)COc2nsnc2N2CCOCC2)cc1,i
COc1ccc(-n2ncc3c(Nc4cccc(C)c4)ncnc32)cc1,i
C=CCN(CC=C)C(=O)Nc1cccc(Cl)c1,i
Cc1c(Cl)cccc1NC(=O)[C@@H]1C[C@@H]1c1ccccc1,i
O=C(Nc1cccc2c1CCCC2)C(Cc1ccccc1)NS(=O)(=O)c1cccs1 (stereo not given),u
COc1ccc(C=Nc2sc3c(c2C#N)CCC(C)C3)cc1OC (stereo not given),39%*
COC(=O)c1ccc(NC(=O)CN2CCN(Cc3ccc(C)cc3)S2(=O)=O)cc1,i
CC(C)Oc1cccc(-c2nc3c(c(=O)[nH]c(=O)n3C)n2C)c1,i
Clc1ccc(-c2csc3ncnc(NCCCN4CCOCC4)c23)cc1,i

# Some of these compounds in order of formula weight, low to high:
SMILES,ST2 IL33 inh
COc1ccc(C=Nc2sc3c(c2C#N)CCC(C)C3)cc1OC (stereo not given),39%*
Cc1cc(-c2ccc(NS(C)(=O)=O)c(C)c2)ccc1NS(C)(=O)=O,u
COc1ccc(CNC(=O)CC[C@H]2CNC(=O)[C@@H]3[C@@H](CCN3Cc3ccc(OC)cc3)N2C)cc1,u

# Other results:
SMILES,ST2 IL33 inh
Cc1ccccc1C1CCCN(Cc2nc(CC3CC3)no2)C1 (stereo not given),i
CCC1CCCCN1S(=O)(=O)c1cc(Br)cc2c1N(C(=O)C1CC1)CC2 (stereo not given),i
CSc1oc(-c2cccs2)nc1S(=O)(=O)c1ccc(F)cc1,i
O=C1Nc2ccccc2C(O)(C(=O)NCCC2=CCCCC2)N1c1ccccc1 (stereo not given),u
O=C(C1CCC1)N1CCc2cc(S(=O)(=O)Nc3ccc(Cl)cc3)ccc21,i
COc1ccc(CC(=O)N2N=C(c3cccc(Br)c3)CC2(O)C(F)(F)F)cc1 (stereo not given),i
Cc1cc2nc(Cc3ccccc3Br)c(=O)[nH]c2cc1C,u
CCn1ccnc1CN(C)c1ccc(-c2ccccc2OC)nn1,u
CCc1c(C)nc2ncnn2c1Sc1ccccc1NC(=O)Nc1ccc(C)c(F)c1,i
c1cncc(-c2nnc([C@H]3CCN(CC4CC4)C3)o2)c1,i
O=c1c2oc3ccccc3c2ncn1Cc1cccnc1,i
COCC1(C(=O)NCCn2c(C)cc3ccccc32)CCC1,u
CC(C)C1CC(CCNCc2ccc3c(c2)OCO3)(c2ccccc2)CCO1 (stereo not given),i
Cc1cnc(N2CCC(O)(c3ccccc3)CC2)nc1N(C)C,35%*
CCCCNC(=O)C1CCC(Cn2c(=O)c3sccc3n(CC(=O)NC(C)C)c2=O)CC1 (stereo not given),u

# The list goes on; it opens with the 2 that closed the last part.
SMILES,ST2 IL33 inh
Cc1cnc(N2CCC(O)(c3ccccc3)CC2)nc1N(C)C,35%*
CCCCNC(=O)C1CCC(Cn2c(=O)c3sccc3n(CC(=O)NC(C)C)c2=O)CC1 (stereo not given),u
Cc1nc(-n2cnnc2)ccc1-c1ccc2c(c1)OCO2,u
CC(=O)c1cc(C#N)c(SCc2ccc(C(C)(C)C)cc2)nc1C,i
CC(C)CCOc1ncnc2c1sc1nc3c(cc12)COC(C)(C)C3,i
CC(C)CCNC(=O)C1c2c(n(C)c3ccccc23)SCC(=O)N1Cc1ccc(F)cc1 (stereo not given),i
COc1ccc2c(C)nc(N3CCCC(C(=O)NCCc4cccc(F)c4)C3)nc2c1 (stereo not given),i
COc1ccccc1Oc1ncnc2scc(-c3ccc(F)cc3)c12,i
O=C(CCCN1C(=O)c2ccccc2C1=O)Nc1ccc(Br)cn1,u
O=C(Cn1cnnn1)N1CCc2nnc(CCc3ccccc3)n2CC1,i
C[C@@H]1CN(C(=O)c2nc3sccn3c2CN2CCN(c3ncccn3)CC2)C[C@H](C)O1,u
COc1ccccc1Nc1nc(-c2ccccc2O)nc2ccccc12,u
CCOc1ccc(-c2nc[nH]c2[N+](=O)[O-])cc1,i
Cc1nn(CCC(=O)NCCc2ccc(S(N)(=O)=O)cc2)c(C)c1S(=O)(=O)N1CCCC1,i
CCOc1ccc2c(=O)c(Oc3ccc(F)cc3)c(C)oc2c1,i
Cc1cc(N2CCN(C)CC2)nc2ccc(NC(=O)/C=C/c3cccc(Cl)c3)cc12,i
COc1cc(NC(=O)Cc2c(C(=O)O)[nH]c3ccccc23)cc(OC)c1OC,i
O=C(NCCCCc1ccccc1)c1ccc(Cl)cc1,i
CSc1nnc(Nc2ccccc2)n1-c1ccccc1,i
O=C(NCc1c(F)cc(F)cc1F)c1ccc2c(c1)N(Cc1ccc(F)cc1)C(=O)CS2,u
O=C(CCCn1c2ccccc2c(=O)c2ccccc21)Nc1ccccc1,u
CC(C)(C)c1csc(NC(=O)c2ccc(N3CCOCC3)c([N+](=O)[O-])c2)n1,u
Cc1nsc(NC(=O)NC2CCOCC2)n1,i
O=C(c1cc(-c2cccs2)on1)N1CCCCC1,u
Cc1cnc(SCCN2CCOCC2)nc1C1CCCN(C(=O)c2csc3c2CCCC3)C1 (stereo not given),u
Cc1ccc2sc(-c3ccc(N4C(=O)C5C6C=CC(C6)C5C4=O)cc3)nc2c1 (stereo not given),i
O=C(Nc1nnc(-c2ccc(F)cc2)s1)c1ccc(Cl)cc1,i
CC(=O)Nc1ccc(CN(C)Cc2cccc3cnccc23)cc1,i
CCc1ccc2oc(=O)cc(CN(C)C(COC)c3ccccn3)c2c1 (stereo not given),i
Cc1nc(N=Nc2cc([N+](=O)[O-])ccc2Cl)c(COP(=O)(O)O)c(C=O)c1O,i
CCN(CC)CCCNC(=O)COc1ccc2c(c1)C(=O)CC(C)(C)O2,i
CCN(CC)CCCNC(=O)c1ccc2c(c1)NC(=O)CS2,i
CCCCNC(=O)C1CCC(Cn2c(=O)c3sccc3n(CC(=O)N(CC)CC)c2=O)CC1 (stereo not given),i
Cc1ccc(CN2CCSc3ccc(C(=O)NCc4ccco4)cc32)cc1,i
CCSCCOC(=O)C1=C(C)NC2=C(C(=O)C(C(=O)OC)C(C)C2)C1c1ccc(OC)cc1 (stereo not given),i
CCOC(=O)c1c(NC(=O)CSc2cn(C)c3ccccc23)sc2c1CCC2,i
O=c1nc(/C=C/c2ccccc2)[nH]c(=O)[nH]1,u
Cc1nc(SCC(=O)N2CCCCCC2)c2c(=O)n(C)c(=O)n(C)c2n1,i
CCc1nc(C)c(C(=O)N(CC)CCc2nc3ccc(C)cc3[nH]2)o1,i
COc1cc(OC)cc(C(=O)Nc2nc3ccc(Cl)cc3s2)c1,i
COc1ccc(C(=O)Nc2c3c(nn2-c2ccc(C)cc2)CS(=O)C3)cc1OC (stereo not given),i
CCc1cccc(N(CC)C(=O)c2cc3cc4ccc(OC)cc4nc3o2)c1,u
CSc1cccc(NC(=O)CCS(=O)(=O)c2ccc(Br)s2)c1,i
CCN1CCN(c2nc3c(c(=O)[nH]c(=O)n3C)n2CCSc2nc3ccccc3s2)CC1,i
Cc1c(-c2ccc(F)cc2)[nH]c2ccc(CNC(=O)C3CCOCC3)cc12,i
O=C(C[C@@H]1O[C@H](CNS(=O)(=O)c2ccccc2)[C@@H](O)[C@H]1O)NCCN1CCOCC1,u
COc1ccc(N=Cc2c(Nc3ccc(Cl)cc3)nc3c(C)cccn3c2=O)cc1,u

# Retrieved by compound from the entries so far (2):
SMILES,ST2 IL33 inh
COc1ccccc1Oc1ncnc2scc(-c3ccc(F)cc3)c12,i
Cn1c(=O)c2c(ncn2CC(=O)Nc2nc3ccc(S(C)(=O)=O)cc3s2)n(C)c1=O,i

# (further entries)
SMILES,ST2 IL33 inh
CC(=O)c1ccc(S(=O)(=O)N2CCCC(C(=O)c3cccc(OC(C)C)c3)C2)cc1 (stereo not given),i
CCOC(=O)C1=C(C)NC2=C(C(=O)C(C(=O)OC)C(C)C2)C1c1cccc(Oc2ccccc2)c1 (stereo not given),i
Cc1c(C(=O)N(C)C)sc2[nH]c(=O)n(-c3ccc(F)cc3)c(=O)c12,i
CC1CCCC(NC(=O)Cn2c(=O)[nH]c3ccsc3c2=O)C1C (stereo not given),i
CCOC(=O)c1sc2nc(C)nc(Nc3cccc(C)c3)c2c1C,i
CN(C)c1ccc(CN2CCC(O)CC2)cc1,i
Cn1cc(CN2CCCC2c2nccs2)c(-c2ccc3c(c2)OCCO3)n1 (stereo not given),u
O=S(=O)(c1ccc(Cl)cc1)N1CCCc2ccccc21,i
O=C(CC(=O)N(Cc1cccnc1)C[C@@H]1CCC(=O)N1)Nc1ccc(F)c(Cl)c1,i
O=C(COc1ccc(Cl)cc1Cl)Nc1ccccc1I,i
O=C(Cc1ccc(-n2c(=O)[nH]c3ccsc3c2=O)cc1)N1CCN(c2ccccc2)CC1,i
Cc1nc(SCC(=O)c2ccc3c(c2)OCO3)c2c3c(sc2n1)CCCC3,i
O=C(c1nn(Cc2ccncc2)c2c1CN(Cc1cc3c(cc1Cl)OCO3)CC2)N1CCCC1,i
O=C(NCCc1ccccn1)Nc1nnc(-c2ccc(F)cc2)s1,i
CCSC[C@H](N)C(=O)NCc1cnn2ccccc12,i
CCOC(=O)Cn1c(=N)n(CC)c2ccccc21,i
COc1ncccc1-n1ccnc1-c1ccccc1OC(C)C(=O)O (stereo not given),i
CCCCN(C)Cc1ccc(C(=O)Nc2c(C)noc2C)cc1,i
Cc1c(NC(=O)COc2cccc(Br)c2)c(=O)n(-c2ccccc2)n1C,i
COC(=O)[C@@H]1Cc2ncn(C(C)C)c2CN1S(=O)(=O)c1cccc2c(N(C)C)cccc12,u
CCCOC(=O)C1=C(C)NC2=C(C(=O)C(C(=O)OC)C(C)C2)C1c1ccc(C)s1 (stereo not given),i
Cc1ccc(NC(=O)CC(=O)N(C)CCc2noc(C(C)C)n2)cc1,i
CC1CC(=O)C2=C(C1)OC(N)=C(C#N)C2c1ccc(-c2ccccc2)cc1 (stereo not given),i
Cc1ccc(-c2noc([C@@H]3C[C@H](NS(=O)(=O)c4ccc(C)cc4)CN3C)n2)cc1,i
O=C(CN1C(=O)CCc2cc(S(=O)(=O)N3CCCC3)ccc21)N1CCN(c2ncccn2)CC1,i
CCOc1ccc(S(=O)(=O)NCc2nc3cccnc3n2Cc2cccc(OC)c2)cc1,i
Cn1c(=O)c2nc(-c3ccccc3)oc2c2ccccc21,i
Cc1nonc1CN(C)C(=O)c1cc(C(C)C)on1,u
O=S(=O)(c1cccc2cccc(Cl)c12)N1CCOC(C(F)(F)F)C1 (stereo not given),i
CCCN(CCO)Cc1ccc(OCC)cc1,i
COC(=O)c1ccc(-c2cc(/C=C/c3[nH]c(=O)[nH]c(=O)c3[N+](=O)[O-])co2)cc1,i
Cc1nn(-c2ccc(C(=O)O)cc2)c(=O)c2ccccc12,i
CCC1=NN(C(=O)c2ccccc2Br)C(O)(C(F)(F)F)C1 (stereo not given),i
CCOc1ccc(-n2c(SCC(=O)Nc3ccc(Cl)cc3)nc3c(c2=O)SCC3)cc1,i
COc1ccc(N2CCN(C(=O)c3cc([N+](=O)[O-])ccc3N3CCCC3)CC2)cc1,i
Cc1ncc2c(c1CNC(=O)c1cncs1)CCN(C(=O)c1ccc3c(c1)c1ccccc1n3C)C2,i
COc1cc(S(=O)(=O)NCCOC23CC4CC(CC(C4)C2)C3)c(C)cc1C,i
COc1ccc(N(C)C(=O)c2cc3cc4ccc(OC)cc4nc3s2)cc1,u
CCOc1cccc(C(=O)Nc2ccc(I)cc2Cl)c1,i
Cn1c(CN2CCC3(CCNCC3)C2)cc2ccccc21,u
Cc1cc(CNC(=O)c2ccccc2-n2cncn2)c2[nH]c(C)c(C)c2c1,i
CC1CCCC(C)N1CCCNC(=O)C1c2ccccc2C(=O)N1Cc1ccc2c(c1)OCO2 (stereo not given),i
CSCCOC(=O)C1=C(C)NC(=O)NC1c1cccc(O)c1 (stereo not given),i
O=C(Nc1ccccc1Cl)Nc1cccnc1Cl,u
C=CCNc1nc(N)c(C(=O)c2ccc(Cl)s2)s1,u
